GRP78 ERSR act: ER stress response induction in glioma; U87-MG GRP78 promoter luciferase reporter, 16 h; Potency, µM, for inactives: top-dose activation, actives largely listed as activators; actives 0.02% (n = 420,000); also: potency is read from the fitted curve at half-maximal effect; series mostly up to about 76 µM; % of control where 0% means no effect; nearly all actives have a fitted effect of over 35% in size
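ERSR induction read as luciferase luminescence (Bright-Glo, 10 min at room temperature) in stably transfected human U87-MG glioma cells exposed to compounds for 16 h, using GRP78 as sensor.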
D1 potentiator: human D1 dopamine receptor positive modulation; HEK293 TREx D1 cells, calcium flux, dopamine EC20 potentiation; actives 0.036% (n = 360,000); P21728; potentiation, % at 10 µM; in the data active = potentiation above about 30%; also: 0% is about no effect
Target sequence (P21728 whole entry, looked up): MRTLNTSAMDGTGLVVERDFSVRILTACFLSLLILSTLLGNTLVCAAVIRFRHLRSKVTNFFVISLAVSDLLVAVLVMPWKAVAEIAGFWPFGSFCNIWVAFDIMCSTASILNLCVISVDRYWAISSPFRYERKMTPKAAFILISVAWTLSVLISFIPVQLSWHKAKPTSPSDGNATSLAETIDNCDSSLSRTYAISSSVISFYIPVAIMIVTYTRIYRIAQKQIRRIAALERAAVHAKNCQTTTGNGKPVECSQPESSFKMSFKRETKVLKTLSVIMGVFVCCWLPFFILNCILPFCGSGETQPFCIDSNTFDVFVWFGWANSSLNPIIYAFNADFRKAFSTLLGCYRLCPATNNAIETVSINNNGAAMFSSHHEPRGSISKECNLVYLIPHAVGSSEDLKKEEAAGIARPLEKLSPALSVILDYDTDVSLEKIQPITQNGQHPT
D1 ag: human D1 receptor agonism; P21728; HEK293 T-REx D1 cells, calcium flux, agonist mode; activation, % at 2 µM; AID 504660; actives 1% (n = 360,000); in the data active = activation above about 30%; also: 0% is about no effect
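Agonism was scored from calcium flux recorded over 180 s (1 read/s) after pintool compound addition, following a 10-cycle baseline. Cells were inducible force-coupled HEK293 TREx D1, plated overnight at 30 C and loaded with no-wash calcium dye.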
D2 PAM: D2 dopamine receptor (human) potentiation. AID 485347. P14416. HEK293 T-REx D2, calcium flux, EC20 dopamine potentiation. potentiation, % at 10 µM. actives 0.34% (n = 340,000);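 active = potentiation over 3 SD above the plate norm, cut at about 30% in these data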; also: 0% is about no effect
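Tetracycline-induced HEK293 T-REx cells force-coupled to calcium signalling expressed D2; compounds were pin-added after a 10 s baseline, read kinetically 180 s, then an EC20 dopamine challenge followed with a further 180 s calcium read.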
RXFP1 agonist: agonists of human relaxin receptor RXFP1. HEK293T-RXFP1 cAMP TR-FRET, 30 min; response scale: percent of porcine relaxin response, buffer zero. actives 0.3% (n = 370,000). Potency, µM (doses to about 57.5 µM), for inactives: at the highest dose activation, hits mostly activators. Q9HBX9. AID 2676; also: potency is read from the fitted curve at half-maximal effect; % is scaled to controls: 0 for no effect and ±100 for the full control effect; nearly all actives have a fitted effect of over 60% in size; many of its hits are not listed in these tables
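HEK293 cells stably expressing RXFP1, treated 30 min at 37C with compounds plus PDE4 inhibitor Ro 20174; cAMP measured by HTRF TR-FRET. Normalized to buffer and 29 nM porcine relaxin; EC50 by Hill fit.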
D1 antagonist: human D1 dopamine receptor antagonism | AID 504652 | P21728 | HEK293 TREx D1 cells, calcium flux, dopamine EC80; stronger effect = lower value | actives 3.2% (n = 360,000) | activity change, negative = inhibition, % at 10 µM; in the data active = activity change below about -30%; also: % is scaled to controls: 0 for no effect and ±100 for the full control effect
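Calcium flux readout: force-coupled, inducible Hek293 Trex D1 line, cells induced overnight at 30 C with tetracycline, dye-loaded 30–90 min at RT. Antagonism scored against EC80 dopamine challenge given 180 s after compound.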
LDHA inh: blocks human lactate dehydrogenase A. P00338. purified LDHA, NADH/diaphorase-resazurin fluorescence; stronger effect = lower value. activity change, % (values are at about 110 or 230 µM). actives 0.15% (n = 480,000). AID 1347041; in the data active = activity change below about -30%; inconclusive = mostly about -25% to -30%;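 also: plate controls were DMSO wells for no effect and wells without enzyme for full effect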
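Human LDH5 at 2 nM final in Tris HCl pH 7.4 with 0.06 mM NADH and 0.2 mM pyruvate, reacted 5 minutes at room temperature. Remaining NADH coupled via diaphorase/resazurin; resorufin fluorescence read at 0 and 20 minutes, normalized to enzyme-free and DMSO wells.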
Vif-APOBEC3G blk: Vif-A3G binding inhibition. Q9HC16. HeLa A3G-eYFP + Vif (tagged APOBEC3G with the HIV-1 protein that degrades it), YFP fluorescence, overnight. Potency, µM (series often up to 46.1 µM), for the others: at the highest dose activity, negative = active, most hits filed as inhibitors. actives 0.076% (n = 410,000);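 also: potency is read from the fitted curve at half-maximal effect; % is scaled to controls: 0 for no effect and ±100 for the full control effect; nearly all actives have a fitted effect of over 60% in size; hits raise eYFP signal because A3G escapes Vif-driven loss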
Target sequence (Q9HC16 whole entry, looked up): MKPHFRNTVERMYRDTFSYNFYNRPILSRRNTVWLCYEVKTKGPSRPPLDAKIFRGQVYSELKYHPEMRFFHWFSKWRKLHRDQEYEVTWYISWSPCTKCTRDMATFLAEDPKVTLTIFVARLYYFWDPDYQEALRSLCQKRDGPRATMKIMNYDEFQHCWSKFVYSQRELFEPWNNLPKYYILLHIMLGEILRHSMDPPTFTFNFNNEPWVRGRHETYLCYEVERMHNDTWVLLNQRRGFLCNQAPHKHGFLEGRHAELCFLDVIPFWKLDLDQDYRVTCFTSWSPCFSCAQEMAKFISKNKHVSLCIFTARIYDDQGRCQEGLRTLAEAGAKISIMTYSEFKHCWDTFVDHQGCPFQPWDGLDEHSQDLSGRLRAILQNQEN
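Read-out is eYFP fluorescence (Ex 488/Em 500-530) from Vif-expressing HeLa A3G-eYFP cells; more signal means A3G escaped Vif-mediated degradation. Cells plated overnight, compound pinned in, incubated overnight at 37 deg C.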
Vif-A3F inh: Vif-A3F binding inhibition; AID 602313; actives 0.2% (n = 390,000); HeLa A3F-eYFP + Vif (tagged APOBEC3F with the HIV-1 protein that degrades it), YFP fluorescence increase; Potency, µM (titrated, usually from 46.1 µM), inactives show at the top dose activity, negative = active; also: potency is read from the fitted curve at half-maximal effect; % of control where 0% means no effect; nearly all actives have a fitted effect of over 65% in size
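HeLa cells stably expressing Vif plus C-terminally eYFP-tagged A3F were seeded, incubated overnight at 37 deg C, dosed with compound, incubated overnight again at 37 deg C. Yellow fluorescence (Ex 488/Em 500-530) reported blocked Vif-mediated A3F-eYFP degradation.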
The depositor's hits bear a star; ? = inconclusive; nt = not tested or not shown. Unless noted, calls follow the shape of the dose curve; as a rule, active = well fitted curve in the direction sought with a large enough effect; inconclusive = small, poorly fitted or top-dose-only effect, or another doubt; inactive = no such curve, though single readings can be large; an effect the other way counts as inactive or inconclusive. Only part of the results is shown; rates above refer to the full screens.

SMILES	GRP78 ERSR act	D1 potentiator	D1 ag	D2 PAM	RXFP1 agonist	D1 antagonist	LDHA inh	Vif-APOBEC3G blk	Vif-A3F inh
O=C1[C@@H]2[C@@H]3C[C@@H]([C@H]4ON=C(c5ccc(Cl)cc5)[C@@H]34)[C@@H]2C(=O)N1C1CCCCC1	0%	5	7	0	0.3%	24	-2	0%	2%
Nc1nc(SCC(=O)Nc2cccnc2Cl)n[nH]1	1%	5	3	-3	18%	3	-1	3%	-1%
O=C(c1ccc2c(c1)OCO2)N1CCc2ccccc2C1	8%	0	2	-1	3.6%	7	1	-7%	-4%
Cc1oc(CC(C)C)cc1C(N)=O	-3%	1	0	16	2.8%	10	-6	-3%	-31%
CC(=O)O[C@@H]1C[C@H]2C(C)=C[C@H]3OC(=O)[C@@H](C)[C@H]3C[C@H]2[C@]1(C)O	-3%	-1	4	-1	0.2%	11	0	4%	4%
Cc1csc(SCCn2c(N3CCN(c4ccccc4)CC3)nc3c2c(=O)[nH]c(=O)n3C)n1	2%	0	-1	6	2.8%	-64*	-1	0%	nt
Nc1ccc2c3c(cccc13)C(=O)N(c1ccccc1)C2=O	-3%	-6	384*	6	14%	-42*	-1	5%	?
COc1ccc(CCNC(=O)CCC(=O)Nc2nnc(C(C)C)s2)cc1OC	-4%	8	1	3	-0.9%	6	-4	-2%	-10%
O=C(Nc1ccccc1C(=O)NCc1cccnc1)c1ccc(Cl)cc1Cl	-4%	-4	4	5	1.5%	5	-2	-12%	-15%
COc1ccc(-c2csc(NC(=O)c3ccc(N4C(=O)CCC4=O)cc3)n2)cc1OC	-2%	-6	4	-2	?	0	-2	1%	0%
Cc1ccc(C=Nc2ccc(N(C)C)cc2)o1	-2%	-8	2	-4	-4.5%	-13	23	2%	-2%
O=C(Nn1cc(C(=O)Nc2ccc(F)cc2F)c2ccccc2c1=O)c1cnccn1	-5%	-2	3	nt	-2.2%	4	-5	-10%	-1%
CC(C)NC(=O)CN1CCC(O)(c2ccccc2)CC1	-2%	-6	3	-3	-0.5%	-5	4	5%	-19%
O=C(Nc1ccc2c(c1)OCCO2)c1ccoc1	-2%	6	1	-3	0.1%	16	-2	0%	-9%
CCC/C(C)=N\Nc1nc2c(c(=O)n(C)c(=O)n2C)n1C	5%	-3	1	16	4.5%	6	6	-2%	-5%
COc1ccc(C)cc1NC(=O)CCn1nc(C)cc1C	-2%	-5	3	10	-0.8%	-4	-1	5%	-17%
COc1ccc(-c2c3c(nc4sc5c(=O)[nH]c(C)nc5c24)CCC3)cc1	-5%	-2	1	3	5.5%	-12	3	-5%	-9%
O=C(O)CCN1C(=O)c2ccncc2C1=O	0%	-3	9	-9	0.2%	5	-10	-1%	-3%
COc1ccc2cc3c(N)nn(C(=O)c4ccc(Cl)c([N+](=O)[O-])c4)c3nc2c1	-4%	-3	-1	nt	2.3%	9	-10	3%	6%
CCOC(=O)C1(C)C=C(Nc2ccc(C(=O)O)cc2)C(=O)N1c1ccc(C(=O)O)cc1 (centres undefined)	-1%	1	1	nt	0.1%	-13	5	2%	-9%
Cc1cccc(NC(=O)c2ccoc2C)n1	8%	8	3	-7	1.0%	6	-10	0%	-4%
COc1ccc(C(=O)NC2CC2)cc1OC1CCN(Cc2ccc(Cl)cc2)CC1	-4%	-19	6	-16	0.3%	-58*	-2	-1%	5%
Cc1ccc2occ(/C=N/NC(=O)c3ccc(Cl)cc3)c(=O)c2c1	0%	2	2	-4	-1.1%	-9	-3	1%	-22%
Cc1cc(C)cc(OCC(=O)Nc2nonc2NC(=O)COc2cc(C)cc(C)c2)c1	-3%	-1	1	-4	-0.3%	17	10	-1%	1%
CCc1c(C)nc2ccc(Br)cc2c1Cl	4%	-2	9	-3	?	-5	-4	-4%	1%
COc1ccc(CNCCCO)cc1OC	-3%	-9	-1	-12	1.6%	14	-2	-1%	-16%
COc1ccc(/C=C2\NC(=O)C(C=NCc3ccccc3)=C2O)cc1	-2%	-1	1	5	-0.1%	10	-5	-1%	-7%
O=C(OCC(=O)N1CCOCC1)c1ccccc1OCc1ccc(Cl)cc1	7%	nt	nt	nt	nt	nt	-4	0%	-6%
CC(C)c1nnc(NC(=O)CCCC(=O)O)s1	-7%	-8	-1	-7	0.8%	4	0	0%	nt
CCc1nc(SCC(=O)c2ccccc2)c2ccccc2n1	7%	0	3	nt	-2.2%	-13	-4	2%	-23%
CCOc1ccccc1NC(=O)C(OC(=O)c1ccccc1O)c1ccccc1 (centres undefined)	-3%	-4	3	0	0.0%	-7	-2	-5%	-30%
Cc1cc(C)c(S(=O)(=O)N2CCN(c3nc4c(c(=O)n(C)c(=O)n4C)n3C)CC2)c(C)c1	nt	-3	0	-3	2.8%	0	nt	nt	nt
Nc1ccc(NC(=O)c2cccs2)cc1	-8%	-6	2	-3	-2.4%	-15	1	-1%	-6%
Nc1ccccc1-c1ccc([N+](=O)[O-])cc1	3%	nt	nt	nt	nt	nt	-8	-9%	-19%
CCCCCCN1C2=NCCCN2c2ccccc21	-4%	-2	2	8	1.9%	-15	-3	3%	1%
COc1ccc(-c2cccc(NS(=O)(=O)c3cc([N+](=O)[O-])ccc3Cl)c2)nn1	-3%	3	7	12	1.6%	-15	-5	-2%	-3%
COc1ccc(NC(C)C(=O)Nc2cccc(S(=O)(=O)N3CCOCC3)c2)cc1OC (centres undefined)	0%	nt	nt	nt	nt	nt	7	0%	-1%
CCn1cc(C(=O)N2CCc3ccccc32)c(=O)c2cc(S(=O)(=O)N(C)C3CCCCC3)ccc21	-5%	2	1	11	4.8%	1	-4	-4%	-5%
S=C(CSc1ccccc1)Nc1cccc2ccccc12	-6%	nt	nt	nt	nt	nt	6	-10%	?
CCc1ccc(Oc2c(C(F)(F)F)oc3c(CN4CCCC(C)C4)c(O)ccc3c2=O)cc1 (centres undefined)	-3%	-1	1	7	0.0%	10	-9	0%	2%
Cc1[nH]c(=O)[nH]c(=O)c1N1CCOCC1	-2%	-7	0	-5	3.5%	-28	-7	1%	-2%
CCCCNC(=O)C1c2ccccc2C(=O)N(c2ccc(OC)cc2)C1c1ccc(OC)cc1 (centres undefined)	0%	-1	3	16	0.4%	0	-11	-8%	-5%
COc1ccc(-n2nc(C(=O)NCC(=O)N3CCCCC3)c3ccccc3c2=O)cc1	6%	4	2	3	3.3%	-5	-6	0%	10%
CCCCC12CN3CC(C)(CN(C1)C3c1ccc(O)c(OC)c1)C2=O (centres undefined)	1%	0	2	-1	-1.7%	4	-7	2%	-12%
COc1ccc(F)cc1CN1CCN(c2cc(C)nc3c4c(C)cc(C)nc4nn23)CC1	nt	-3	4	-10	4.0%	15	nt	nt	nt
O=C(c1ccc(-n2ccnc2)cc1)N1CCCC(CO)(Cc2cccc(Cl)c2)C1 (centres undefined)	-4%	1	3	3	2.2%	-1	-6	0%	7%
CN1C(=O)C(CC(=O)Nc2ccc(Cl)cc2)N(Cc2ccco2)C1=S (centres undefined)	-2%	3	4	-7	-1.1%	0	-10	0%	5%
Cc1ccc(C2NC(=O)c3c(sc(C)c3C)N2)c(O)c1 (centres undefined)	13%	-7	-1	-4	0.4%	-2	8	-4%	-15%
CC(NC(=O)CSc1nnc2n1CCCCC2)c1ccccc1Cl (centres undefined)	-1%	-5	0	-9	-0.5%	-11	-6	-4%	-8%
CCOC(=O)c1ccc(N2C(=O)c3n[nH]c(C)c3C2c2ccc(OC)cc2OC)cc1 (centres undefined)	-7%	0	-2	nt	0.4%	24	0	0%	-2%

Next section.
SMILES	GRP78 ERSR act	D1 potentiator	D1 ag	D2 PAM	RXFP1 agonist	D1 antagonist	LDHA inh	Vif-APOBEC3G blk	Vif-A3F inh
Cc1cc(Cl)ccc1OCc1nc(-c2ccc(O)cc2)n[nH]1	-4%	-2	29	nt	3.7%	-20	-7	-8%	0%
c1ccc(-c2csc3nnc(SCc4ccc5c(c4)OCCO5)n23)cc1	-1%	-14	-1	43*	0.4%	8	-18	0%	1%
O=c1nc(NC2CCCC2)ccn1Cc1cccc(Br)c1	6%	-4	2	3	2.0%	2	-10	-7%	-5%
COc1ccc([N+](=O)[O-])cc1NC(=O)c1cc(C)c(C)o1	-1%	1	2	-1	0.8%	2	-6	2%	0%
Fc1cccc(NC(=S)NNc2c3ccccc3nc3ccccc23)c1	-3%	-4	6	20	-1.0%	-9	-5	2%	0%
O=C(O)C1CCN(C(=O)CSc2nc3ccccc3c(=O)n2Cc2ccccc2)CC1	1%	-5	3	nt	2.4%	-4	-6	3%	-3%
CCO[C@H]1OC(C(=O)O)=C[C@@H](C)[C@@H]1CCCO	3%	1	0	-2	0.7%	-14	-3	0%	0%
Cc1ccc(S(=O)(=O)N(C)C)cc1-n1c(SCC(=O)Nc2ccc(F)c(F)c2F)nc2ccccc2c1=O	-4%	5	5	21	-0.8%	-4	-2	2%	10%
COc1ccc(C(=O)N=C2SC3CS(=O)(=O)CC3N2Cc2ccc(F)cc2)cc1 (centres undefined)	-4%	0	7	-9	?	23	-10	4%	1%
CCc1ccccc1NC(=O)Cn1c(=O)n(CCc2ccccc2)c(=O)c2ccccc21	-2%	3	2	-11	6.2%	-4	-9	-4%	0%
CCCSc1nnc(-c2ccccc2N)c(=O)[nH]1	5%	5	0	-4	0.2%	-7	-3	1%	0%
NC(=O)C1CCN(C(=O)c2ccc(-c3ccccc3)cc2)CC1	-5%	5	4	0	5.1%	5	0	0%	nt

Records listed above printed as active in D1 antagonist.
SMILES	GRP78 ERSR act	D1 potentiator	D1 ag	D2 PAM	D1 antagonist	Vif-APOBEC3G blk
Cc1csc(SCCn2c(N3CCN(c4ccccc4)CC3)nc3c2c(=O)[nH]c(=O)n3C)n1	2%	0	-1	6	-64*	0%
Nc1ccc2c3c(cccc13)C(=O)N(c1ccccc1)C2=O	-3%	-6	384*	6	-42*	5%
COc1ccc(C(=O)NC2CC2)cc1OC1CCN(Cc2ccc(Cl)cc2)CC1	-4%	-19	6	-16	-58*	-1%

From PubChem BioAssay
